From PubChem
hIAP act – increases human intestinal alkaline phosphatase activity | activation factor at 10 µM | AID 2524 | purified human IAP, CDP-Star luminescence, 30 min; stronger effect = higher value; 1 = vehicle-only enzyme, 0 = enzyme-free background | hit rate 0.16% among 330,000 | P09923;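 active = activation factor of the enzyme at least 2-fold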; also: the source names both 10 and 20 µM as test concentration; values of inactives mirror those of a sister screen read the other way
Target sequence (P09923 whole entry, looked up): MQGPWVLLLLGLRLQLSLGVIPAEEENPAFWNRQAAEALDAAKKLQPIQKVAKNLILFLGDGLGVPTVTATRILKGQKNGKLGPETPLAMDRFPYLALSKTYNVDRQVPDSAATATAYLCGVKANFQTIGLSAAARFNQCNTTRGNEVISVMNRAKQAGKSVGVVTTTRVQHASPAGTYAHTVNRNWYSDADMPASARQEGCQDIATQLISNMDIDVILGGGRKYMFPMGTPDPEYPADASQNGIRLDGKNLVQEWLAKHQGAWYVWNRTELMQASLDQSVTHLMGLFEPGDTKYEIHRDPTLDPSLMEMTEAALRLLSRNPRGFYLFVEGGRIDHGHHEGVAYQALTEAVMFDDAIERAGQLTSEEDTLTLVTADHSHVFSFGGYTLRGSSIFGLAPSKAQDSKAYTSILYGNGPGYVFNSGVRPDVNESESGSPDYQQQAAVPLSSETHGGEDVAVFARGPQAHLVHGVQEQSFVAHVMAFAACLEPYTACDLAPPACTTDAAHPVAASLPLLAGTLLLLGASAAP
A3G deaminase – inhibitors of human APOBEC3G DNA deaminase; Q9HC16; recombinant A3G, ssDNA deamination FAM/TAMRA fluorescence; inhibition, % at 20 µM; hit rate 0.28% among 330,000;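 active = inhibition of at least 40% at 20 µM, with no more than 30% in the related APOBEC3A deaminase screen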;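 also: plate controls were DMSO wells with A3G for no effect and wells lacking A3G enzyme for full effect; some compounds called inactive have numbers as strong as hits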
Target sequence (Q9HC16 whole entry, looked up): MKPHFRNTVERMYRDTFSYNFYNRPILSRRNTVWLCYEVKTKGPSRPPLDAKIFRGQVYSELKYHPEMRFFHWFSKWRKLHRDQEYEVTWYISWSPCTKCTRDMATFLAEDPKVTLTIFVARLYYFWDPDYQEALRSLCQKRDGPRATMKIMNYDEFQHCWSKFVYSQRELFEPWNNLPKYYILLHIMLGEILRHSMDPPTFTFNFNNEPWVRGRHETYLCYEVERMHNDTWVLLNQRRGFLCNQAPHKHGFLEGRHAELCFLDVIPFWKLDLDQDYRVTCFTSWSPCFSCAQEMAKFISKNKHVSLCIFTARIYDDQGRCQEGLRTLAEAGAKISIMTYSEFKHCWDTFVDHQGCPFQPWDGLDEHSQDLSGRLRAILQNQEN
beta cell repl – inducers of beta-cell replication in MIN6 cells | MIN6 cells proliferation, ATPlite luminescence, 48 h; cells starved in 0.2% serum; 100% = growth in 10% serum | proliferation, % at 10 µM | hit rate 0.29% among 330,000;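 active = compounds whose signal lies at least 3.5 SD above the mean of all wells on their plate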;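 also: 0% = DMSO-treated cells in low-serum medium and 100% = 10% serum control; some compounds called inactive have numbers as strong as hits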
MPTP block – blocks calcium-induced mitochondrial swelling; isolated mouse mitochondria, Ca2+ swelling absorbance, 30 min; inhibition, % at 10 µM; hit rate 1.4% among 360,000;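 active = inhibition of 50% or more, scaled per plate between neutral and stimulator controls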;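 also: 0% = DMSO wells given calcium and 100% = 1 mM EGTA wells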
hIAP block – human IAP inhibition; P09923; purified IAP, CDP-Star luminescence, 30 min; hit rate 0.12% among 330,000; inhibition, % at 10 µM;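 active = inhibition reaching a set limit with compound at 10 µM in the primary screen, cut at about 35% in these data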;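 also: plate controls were DMSO wells with enzyme for no effect and no-enzyme buffer wells for full effect; values of inactives mirror those of a sister screen read the other way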
A3A deaminase – human APOBEC3A DNA deaminase inhibition; inhibition, % at 20 µM; recombinant A3A, FAM/TAMRA ssDNA deamination fluorescence; P31941; hit rate 0.41% among 330,000;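 active = at least 40% inhibition at 20 µM here, with at most 30% in a related deaminase screen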;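 also: plate controls were A3A with DMSO for no effect and wells lacking A3A enzyme for full effect; some results filed as inactive read as strong as hits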
mIAP block – mouse IAP inhibition; purified mouse IAP, CDP-Star luminescence, 30 min; inhibition, % at 10 µM; hit rate 0.2% among 330,000;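 active = inhibition of at least 40% at 10 µM in the primary screen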;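 also: plate controls were DMSO with enzyme for no effect and no enzyme wells for full effect; values of inactives mirror those of a sister screen read the other way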
ATG4B inhibitor – inhibitors of human ATG4B cysteine protease; Q9Y4P1; ATG4B cleavage of LC3-PLA2, NBD-HPC fluorescence, 1 h; inhibition, % at 8.33 µM; hit rate 0.51% among 340,000; AID 504462; in the data active = inhibition above about 40%
mIAP act – mouse IAP activation; muIAP, CDP-Star luminescence, 30 min; stronger effect = higher value; 1 = vehicle-only enzyme signal, 0 = enzyme-free wells; hit rate 0.24% among 330,000; activation factor at 10 µM; AID 2805;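 active = activation factor of at least 2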; also: the source names both 10 and 20 µM as test concentration; values of inactives mirror those of a sister screen read the other way
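Assay system: mouse IAP enzyme; reagent: chemiluminescent substrate CDP-Star; dosing: test compounds delivered from DMSO solution; schedule: 30 min at room temperature; measured by: luminescence from enzymatic CDP-Star hydrolysis; controls: DMSO-only wells and no-enzyme negative control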
Numbers without * were called inactive. Rows were taken by chance; overall some 3.3% were active at least once.

Compound,hIAP act,A3G deaminase,beta cell repl,MPTP block,hIAP block,A3A deaminase,mIAP block,ATG4B inhibitor,mIAP act
Clc1ccc(N2N=C(c3cccs3)CC2c2ccco2)cc1 (centres undefined),0.94,-12,-4,0.1,6,-8,-90,11,1.9
CCCC[C@@H]1CNC(=S)N1CCC12CC3CC(CC(C3)C1)C2,1,-15,-8,-2.4,-2,-8,6,-3,0.94
Cc1ccc(S(N)(=O)=O)cc1NC(=O)C(c1ccccc1)c1ccccc1,1.1,-2,-1,1.8,-14,-2,-5,0,1
CC(C)=CC(=O)Nc1nnc(C)s1,1.1,-9,-2,-1.5,-11,-17,-3,2,1
Cc1cc(=O)n2c(ccc3ccccc32)c1C#N,0.93,-3,2,1.4,7,-2,9,-1,0.91
Cc1ccc(S(=O)(=O)N(C)C)cc1NC(=O)c1sccc1Cl,0.98,-6,-2,3.1,2,-4,-7,7,1.1
COc1cc(C(=O)N[C@H](C(=O)NC2CCCc3ccccc32)C(C)C)cc(OC)c1OC (some centres undefined),1.1,-5,2,-1.0,-6,0,-20,4,1.2
CC(NC(=O)CN(c1ccc(Cl)cc1)S(C)(=O)=O)c1ccccc1 (centres undefined),1.3,-6,-2,1.2,-26,0,3,-2,0.97
COc1ccccc1CNC(=O)CN1C(=O)C(C)N(c2ccc(C)cc2)C1=O (centres undefined),0.88,-4,-3,-0.1,12,0,3,-9,0.97
Cc1ccc(C(O)P(=O)(OCc2ccccc2)c2ccc(N(C)C)cc2)cc1 (centres undefined),1,11,-1,1.6,-2,-1,-7,-2,1.1
CN(CC(=O)Nc1cccc(F)c1)C(=O)C1(c2ccccc2)CC1,0.94,-10,-2,-0.8,6,-2,-6,-2,1.1
CCOC(=O)N1CCN(C(=O)Nc2ccc(NC(=O)N3CCN(C(=O)OCC)CC3)cc2)CC1,1.1,-4,-4,-0.4,-13,-3,5,-9,0.95
COc1cccc(NC(=O)CSc2nnc(-c3ccco3)c(-c3ccco3)n2)c1,0.87,45,1,-1.8,13,68,33,14,0.67
O=C(NCCCN1CCCC1=O)c1ccc2c(c1)NC(=O)c1ccccc1S2,0.98,-5,2,-0.8,2,-6,20,-5,0.8
COC(C)(C)[C@]12CC(O)(c3ccccc3)ON1[C@H]1CCCCC1N2O (some centres undefined),1.1,-9,-1,-0.3,-11,-5,3,-9,0.97
Cc1c(C(=O)OCC(=O)NCCN2C(=O)CSC2=O)oc2c1ccc1ccccc12,0.93,-6,0,-0.3,7,-2,-2,-31,1
CCCCCNC(=O)C(C)NS(=O)(=O)c1ccc(OC)cc1 (centres undefined),1,-3,2,-1.6,-1,3,6,-2,0.94
COCCNC(=O)C1CCCN(c2ncccn2)C1 (centres undefined),0.81,-2,-2,-1.0,19,0,-3,-2,1
COc1ccc(OC(=O)c2cccnc2)cc1,0.59,-3,-2,0.3,41*,-3,8,-6,0.92
O=C(COC(=O)c1ccccn1)Nc1ccccc1Cl,0.98,1,-2,-0.1,2,5,-25,2,1.2
Cc1ccc(OCC(=O)Oc2cccc(C)c2C)cc1,0.98,-4,-3,0.3,2,0,0,6,1
COc1ccccc1CC(=O)NC1CCN(Cc2ccccc2)CC1,1.2,-8,-1,0.5,-21,-3,3,0,0.97
CCC(C)Sc1nc2c(cnn2-c2ccccc2)c(=O)[nH]1 (centres undefined),1,-7,6,1.6,-2,-2,-2,0,1
Cc1cc2cc(C(c3nnnn3C(C)(C)C)N(Cc3ccco3)CC3CCCO3)c(=O)[nH]c2cc1C (centres undefined),1,-5,-1,-0.8,0,-5,1,-4,0.99
CCCC(=O)Nc1ccccc1-c1nnc(SCC)[nH]c1=O,1.1,-5,3,0.9,-11,1,0,-7,1
Cc1sc2ncn(CC(=O)NCCCC(=O)N3CCN(c4ccccc4)CC3)c(=O)c2c1C,1.1,-9,-1,-1.5,-7,-7,-3,-5,1
CSc1cccc(NC(=O)C2CCN(S(=O)(=O)c3ccc4c(c3)NC(=O)CO4)CC2)c1,1.6,-4,1,-1.7,-59,0,-84,-15,1.8
CCC(CO)NCc1cc(OC)c(OCC(=O)NCCc2ccccc2)cc1Br (centres undefined),1.1,-3,-1,6.8,-12,2,-4,-2,1
COc1cc(OC)c(C(=O)O/N=C(\N)c2ccccn2)cc1OC,0.94,-1,0,1.1,6,-1,-4,0,1
Cc1ccc(Sc2cnccc2C#N)cc1,1,3,-2,0.5,-4,-4,2,-6,0.98

Limited to ATG4B inhibitor, A3A deaminase and beta cell repl, for some of the entries so far:
SMILES | ATG4B inhibitor | A3A deaminase | beta cell repl
CCC(C)Sc1nc2c(cnn2-c2ccccc2)c(=O)[nH]1 (centres undefined) | 0 | -2 | 6
Cc1cc2cc(C(c3nnnn3C(C)(C)C)N(Cc3ccco3)CC3CCCO3)c(=O)[nH]c2cc1C (centres undefined) | -4 | -5 | -1

Other records:
Compound,hIAP act,A3G deaminase,beta cell repl,MPTP block,hIAP block,A3A deaminase,mIAP block,ATG4B inhibitor,mIAP act
CC/C(=N/Nc1ccccc1C)c1cnnc(SC)n1,1.1,33,0,-0.1,-8,-3,8,-5,0.92
C=C1C(C(=O)Nc2ccc(OC)cc2)C1C(=O)Nc1ccc(OC)cc1 (centres undefined),1.1,-2,2,0.5,-11,6,-9,-3,1.1
CC(C)(CO)NCC(O)Cn1cc(C=O)c2ccccc21 (centres undefined),0.97,-9,0,0.1,3,5,-4,-2,1
CC1CCN(C(=O)C2CCC(C)(C(=O)O)C2(C)C)CC1 (centres undefined),1.2,0,0,-0.8,-18,8,4,4,0.96
Cc1sc2nc(C(C)C)nc(SCC(=O)NCc3ccco3)c2c1C,1.1,-4,-4,2.6,-7,3,12,42*,0.88
CCOC(=O)N1CCN(C(=O)CN(c2ccc(Cl)c(C(F)(F)F)c2)S(C)(=O)=O)CC1,1.1,-3,-1,0.4,-6,-3,8,-14,0.92
Cc1cccn2c(=O)c(/C=C(\C#N)C(N)=O)c(N3CCCCCC3)nc12,0.92,0,0,-0.7,8,0,-2,3,1
O=C(Cn1nnc(-c2ccc(Cl)cc2)n1)NC1CC2CCC1C2 (centres undefined),1.2,-5,-4,0.4,-18,0,-17,-7,1.2
O=C(COc1ccccc1)NC(NC(=S)Nc1ccccc1O)C(Cl)(Cl)Cl (centres undefined),0.86,0,-4,73*,14,0,7,-17,0.93
O=C(Cn1cccc1C(=O)c1ccccc1)NCCc1ccc(Cl)cc1,0.92,-9,6,-2.4,8,-7,10,45*,0.91
O=C(COC(=O)COc1ccc(Br)cc1)NCc1ccccc1,1.1,-6,1,-1.7,-9,-6,0,-6,1
CC(OC(=O)CSc1ccccc1)C(=O)NC1CCCCC1C (centres undefined),0.92,-8,2,-0.2,8,0,-7,2,1.1
CC(C)C(=O)NCc1cc(-c2ccccc2)no1,1,-11,0,-0.2,-2,-3,-4,-1,1
C/C(=N\NC(=O)c1nnn(-c2nonc2N)c1C(C)C)c1cc(C)sc1C,1.4,-1,-1,0.6,-36,0,-1,2,1
C=CCSc1ncc(C(=O)OCC)c(N)n1,0.95,4,1,1.3,5,10,-7,-1,1.1
COc1ccc(NC(=O)C(NC(C)=O)C(=O)NCc2ccccc2)cc1 (centres undefined),1.1,-1,-1,0.1,-6,-2,-9,-5,1.1
Cc1ccc(NC(=S)Nc2ncccc2C)c(C)c1,1.1,-6,-4,1.1,-13,-4,-7,5,1.1
OC[C@@H](O)[C@@H](O)[C@H](O)[C@@H](O)CO,0.95,-9,1,-0.6,5,-6,8,-22,0.92
O=C(COc1ccc(Cl)c(Cl)c1)NN1C(=O)C2C(C1=O)C1C=CC2C12CC2 (centres undefined),0.92,-8,-2,28,8,-5,0,-6,0.99
CCCC1c2ccsc2CCN1C(=S)NC (centres undefined),0.92,11,2,2.4,8,4,-5,2,1.1
CCOC(=O)c1cc(C#N)c(N2CCNCC2)nc1C(F)(F)F,0.83,-2,-1,0.1,17,-4,7,-6,0.93
CC(C)c1ccc(S(=O)(=O)Nc2ccc(N3CCOCC3)cc2)cc1,0.91,-5,0,-0.6,9,-4,1,-9,0.99
CC(C)OCCCNC(=O)CN1CCN(Cc2ccc(Cl)cc2)C1=O,0.94,-2,-4,-0.4,6,0,-7,-4,1.1
Cc1ccc2c(CSc3nnc(C4CC4)n3N)cc(=O)oc2c1,0.95,-7,0,0.2,5,-3,4,-6,0.96
O=S(=O)(c1ccccc1)N(CC1CO1)c1cc(Cl)ccc1Cl (centres undefined),1,-9,7,1.5,-5,1,-11,3,1.1
Cc1cc(C(=O)N/N=C/c2ccc(Cl)c([N+](=O)[O-])c2)c(C)n1-c1ccc(F)cc1,0.79,-2,-2,0.7,21,0,2,1,0.98
COc1ccccc1CCNC(=O)CSc1ccc(-c2ccco2)nn1,0.92,-3,4,1.8,8,0,2,-9,0.98
CCCc1nc2ccc(NC(C)=O)cc2c(=O)n1Cc1ccccc1Cl,1.1,-3,-2,-0.4,-14,-3,-5,-7,1
CSc1n[nH]c(NCc2ccc(Cl)cc2)n1,1.1,-11,-2,2.8,-6,0,12,-6,0.89
c1coc(-c2nnc(SCc3cn4ccccc4n3)o2)c1,1.1,-2,-3,0.3,-9,0,-9,10,1.1
CCN1CCC[C@H]1CNC(=O)c1c(OC)ccc(Br)c1OC,1,-4,-5,0.2,0,-4,-10,-1,1.1
O=C(c1cc(-c2cccs2)on1)N1CCc2ccccc2C1,0.93,1,-2,-1.3,7,2,0,37,1
CN(C)c1cccc2c1c(NC(=O)Nc1ccccc1)nn2C,1.1,-9,-2,1.8,-6,-10,4,3,0.96

A few values from the results shown:
`CCOC(=O)N1CCN(C(=O)CN(c2ccc(Cl)c(C(F)(F)F)c2)S(C)(=O)=O)CC1` – ATG4B inhibitor: -14
`O=C(COc1ccc(Cl)c(Cl)c1)NN1C(=O)C2C(C1=O)C1C=CC2C12CC2` (centres undefined) – A3G deaminase: -8
